Source: PubChem BioAssay (several laboratories)
BoNT F protease: BoNT F light chain protease inhibition | Multiplex microsphere protease cleavage assay, flow cytometry | inhibition, % at 10 µM | 0.22% of 360,000 active | AID 588497; in the data active means inhibition above about 35%, passing the limit was not always enough; inconclusive means no clear call, values can overlap the other calls; further: plate controls were buffer without enzyme for full effect and enzyme alone for no effect
BoNT-A LC inh2: inhibitors of Botulinum neurotoxin A light chain protease. multiplex microsphere protease substrate cleavage, flow cytometry. 0.17% of 360,000 active. AID 588499. inhibition, % at 10 µM; in the data active means inhibition above about 30%; inconclusive means no clear call, values can overlap the other calls; further: plate controls were buffer without enzyme for full effect and enzyme alone for no effect
Mtb UGM inh: Mtb UDP-galactopyranose mutase inhibition; P9WIQ1; purified UGM, fluorescence polarization probe displacement; inhibition, % at 10 µM; 0.06% of 320,000 active; AID 504406; in the data active means inhibition above about 10%, passing the limit was not always enough; inconclusive means no clear call, values can overlap the other calls
Target sequence (P9WIQ1 whole entry, looked up): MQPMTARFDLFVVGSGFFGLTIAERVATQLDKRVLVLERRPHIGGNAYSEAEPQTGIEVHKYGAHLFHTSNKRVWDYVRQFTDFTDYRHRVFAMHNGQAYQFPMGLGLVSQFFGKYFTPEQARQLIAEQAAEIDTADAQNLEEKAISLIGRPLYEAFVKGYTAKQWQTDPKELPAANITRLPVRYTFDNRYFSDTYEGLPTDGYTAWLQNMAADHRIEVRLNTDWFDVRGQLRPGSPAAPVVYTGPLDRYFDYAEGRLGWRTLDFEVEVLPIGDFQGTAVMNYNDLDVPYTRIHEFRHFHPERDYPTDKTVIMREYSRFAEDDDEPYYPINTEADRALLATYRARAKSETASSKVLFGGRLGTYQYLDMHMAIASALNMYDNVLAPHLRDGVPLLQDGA
Mtb FBA inh: Mtb fructose-bisphosphate aldolase inhibition. P9WQA3. purified M. tuberculosis FBA, fluorescence read-out. inhibition, % at 1 µM. 2.3% of 360,000 active. AID 588726; in the data active means inhibition above about 27%;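 further: 0% = vehicle and 100% = reference inhibitor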
Target sequence (P9WQA3 whole entry, looked up): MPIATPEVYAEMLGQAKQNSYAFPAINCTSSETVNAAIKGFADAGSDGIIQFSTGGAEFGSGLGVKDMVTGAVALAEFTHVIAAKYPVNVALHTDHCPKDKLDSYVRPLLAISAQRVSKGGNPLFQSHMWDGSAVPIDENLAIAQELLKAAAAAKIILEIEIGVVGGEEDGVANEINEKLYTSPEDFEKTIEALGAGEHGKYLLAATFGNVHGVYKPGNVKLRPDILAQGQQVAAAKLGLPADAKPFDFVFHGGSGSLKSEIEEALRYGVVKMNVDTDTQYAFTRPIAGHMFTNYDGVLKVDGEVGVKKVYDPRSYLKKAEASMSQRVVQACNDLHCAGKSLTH
CCHFV vOTU inh: CCHFV vOTU protease inhibition | Pep-AMC fluorescence | inhibition, % at 11.5 µM | 0.55% of 370,000 active; further: 0% = vehicle wells with enzyme and 100% = no enzyme wells
GDH-TPI counter: GDH-TPI coupled enzyme inhibition counter-screen. GDH-TPI coupled enzyme counterscreen, NADH absorbance. inhibition, % at 4.8 µM. 1.2% of 360,000 active;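 further: 0% = DMSO wells and 100% = wells lacking the enzyme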
FadD28 FP inh: inhibitors of Mycobacterium tuberculosis FadD28 bisubstrate binding. FadD28 bisubstrate probe binding, fluorescence polarization. inhibition, % at 12.5 µM. 0.22% of 360,000 active. AID 588549; in the data active means inhibition above about 8.5%, passing the limit was not always enough; inconclusive means no clear call, values can overlap the other calls
Mtb BioA inh: inhibitors of Mycobacterium tuberculosis BioA enzyme. inhibition, % at 9.99 µM. 0.096% of 360,000 active. purified M. tuberculosis BioA enzyme, plate reader; in the data active means inhibition above about 40%; inconclusive means no clear call, values can overlap the other calls
PrPC surface inh: reduces human prion protein on the cell surface; P04156; cell surface PrPC, TR-FRET read-out; inhibition, % at 13.8 µM; 0.43% of 370,000 active; in the data active means inhibition above about 24%; further: 0% = median of the test wells and 100% = reference compound wells
* = called active by the depositor; ? = inconclusive; / = not tested or not shown; & = joins results of further samples. Unless noted, no stated cut-off is given here; in the data, active means inhibition above about 30%; inactive means the rest. No enrichment for hits. Share with any hit: about 4.8%.

SMILES | BoNT F protease | BoNT-A LC inh2 | Mtb UGM inh | Mtb FBA inh | CCHFV vOTU inh | GDH-TPI counter | FadD28 FP inh | Mtb BioA inh | PrPC surface inh
CN1CCN(Cc2ccccc2C(F)(F)F)CC1 | -11 | 0.3 | -2.9 | 1 | 6 | 4 | -0.8 | -0.6 | -6
COc1ccc(NP(=O)(Oc2ccc(Cl)cc2)Oc2ccc(Cl)cc2)cc1OC | 5 | 1.1 | 0.7 | 2 | 2 | 5 | 1.9 | -3.9 | -2
CCOC(=O)c1ccc(NC(=S)NCc2ccc(F)cc2)cc1 | -8 | -0.3 | 2.4 | -1 | -6 | -6 | 1.7 | / | 6
CCNC(=S)N1CCN(S(=O)(=O)c2ccccc2C(F)(F)F)CC1 | -6 | -0.9 | -1.1 | 0 | -1 | 7 | -5.2 | / | 3
c1ccc(CCC2=NCCn3cccc32)cc1 | -2&-30 | ? | -1.3 | 1&6 | 1&-9 | 18&14 | 1.1&-0.9 | -1.0 | -18&-4
O=C(O)COc1ccc(/C=C/c2ccc3cccc([N+](=O)[O-])c3n2)cc1 | 2 | -0.4 | / | -4 | 18 | 26 | -0.5 | 2.1 | -31
COc1ccc(O)c(/C=N/Nc2nc(Nc3ccccc3)nc(-n3nc(C)cc3C)n2)c1 | -5 | 0.0 | 4.3 | 1 | 11 | 8 | -1.9 | / | -3
O=C(Nc1cc(S(=O)(=O)N2CCCC2)ccc1Cl)C1=COCCO1 | -4 | 0.1 | -3.2 | 3 | -3 | -10 | -2.9 | -0.9 | 2
CC(=O)n1cc([C@@H]2C=C(C(=O)Nc3ccccc3)O[C@H](OCc3ccc(CO)cc3)C2)c2ccccc21 | 6 | 0.6 | 1.3 | -1 | 14 | 5 | -2.7 | -5.0 | 8
CCOC(=O)C1CCN(c2ccc(Cl)nn2)CC1 | -11 | -1.5 | 0.1 | -1 | 11 | 7 | -0.7 | / | -8
CCC(CC)NC(=O)CN1CCN(S(=O)(=O)c2cccs2)CC1 | -1 | 2.8 | / | -1 | 4 | -2 | -4.1 | -0.4 | 3
Cc1ccn(CC(=O)N2CCCC(N3CCN(c4ccc(F)cc4)CC3)C2)n1 (stereo not drawn) | -3 | -0.8 | / | 3 | 1 | 2 | 0.7 | 0.3 | 4
Cc1ccc(C(=O)Nc2ccccc2C(=O)NCc2ccccc2)cc1 | -2 | -0.3 | / | 0 | / | -7 | -5.1 | -0.7 | /
COc1ccc(N(C(=O)c2cccnc2)S(=O)(=O)c2cc(OC)ccc2OC)cc1 | -7 | -2.5 | -1.0 | -1 | 20 | -5 | -2.7 | -0.7 | -5
N=C1/C(=C\c2ccc(Br)o2)C(=O)N=C2SC(CC(=O)N3CCOCC3)=NN12 | -4 | -0.5 | -1.6 | 2 | -6 | 21 | -0.6 | 6.0 | -1
Cc1nn(C)c(C)c1NS(=O)(=O)c1ccc(Cl)cc1 | -12 | -2.6 | -1.3 | -4 | -9 | 13 | -3.1 | 0.4 | 9
COCC(=O)Nc1c(C(=O)Nc2ccccc2OC)oc2ccccc12 | -5 | -1.2 | 2.4 | 0 | -5 | 12 | -2.8 | -1.3 | 1
COc1ccc(NC(=O)[C@H](COCc2ccccc2)NC(=O)OC(C)(C)C)cc1 | -1 | -0.2 | -1.7 | 2 | 22 | 0 | -0.9 | -0.6 | 3
O=C(Nc1ccccc1)c1cc(S(=O)(=O)N2CCCCC2)ccc1N1CCOCC1 | -1 | -0.3 | / | -2 | 7 | 8 | -3.1 | 0.4 | 8
CC(=O)Nc1cccc(C(=O)/C=C/c2ccc(C)cc2)c1 | -4 | 0.1 | -2.6 | 1 | -9 | 16 | -2.7 | / | 12
CCOc1ccccc1NC(=O)CSc1nnc(-c2cccnc2)o1 | 3 | 12 | 3.7 | 0 | -5 | 5 | -2.0 | 0.7 | 0
CCOCC(=O)Nc1ccc(S(=O)(=O)N2CCC(c3nc4ccccc4[nH]3)CC2)cc1 | / | / | -0.9 | -1 | -7 | -2 | -5.2 | 0.2 | -5
O=C(Cn1cnc([N+](=O)[O-])c1)Nc1cc(Oc2ccc(Cl)cc2Cl)cc([N+](=O)[O-])c1 | 9 | 0.6 | 0.6 | 1 | 14 | 13 | -2.7 | -2.5 | 0
COc1ccc(CC(N)c2csc(NC(=O)Cc3ccccc3)n2)cc1 (stereo not drawn) | -9 | -0.4 | / | 2 | -12 | 10 | -2.5 | 3.2 | -5
COC(=O)c1ccc(Cn2nnc3c(=O)[nH]c(C4CCN(S(=O)(=O)c5cc(C)ccc5C)CC4)nc32)cc1 | 0 | -0.8 | -2.0 | -6 | 16 | -6 | -4.2 | 0.5 | 9
O=C(CSc1nnc(-c2ccncc2)n1CC1CCCO1)Nc1ccccc1Cl (stereo not drawn) | -5 | -0.6 | -3.1 | 2 | -8 | 1 | -0.7 | / | -6
CCOc1ccc(NC(=O)CC(Cc2cc(C)cc(C)c2)C(=O)O)cc1 (stereo not drawn) | ? | -0.3 | 2.8 | 0 | -7 | 0 | -0.9 | -0.5 | 0
COc1ccc(OCC(=O)N2CCN(C(=O)c3ccc(F)cc3)CC2)cc1 | 7 | -3.0 | -1.3 | -1 | -8 | -1 | 0.2 | -2.5 | -3
Cc1[nH]nc2ncc(C(=O)c3cc(Cl)cc(Cl)c3O)cc12 | -9 | -1.1 | 1.0 | 2 | 6 | 10 | -0.7 | -0.4 | 4
COc1ccc(NC(=O)N(C2CCCCC2)C2CCN(C(C)C)CC2)c(OC)c1 | 10 | -0.2 | / | -2 | -11 | 5 | -1.3 | -0.1 | -3
O=C(CSc1nnnn1-c1ccccc1)CSc1nnnn1-c1ccccc1 | -7 | 1.9 | -0.3 | -2 | 3 | 12 | -0.2 | 1.3 | 2
COCCn1c(SCc2ccc(C)cc2)nc2c1c(=O)[nH]c(=O)n2C | ? | 2.1 | 0.2 | 0 | -4 | -1 | -4.8 | -0.5 | 3
COCc1cc(CN2CCN(C)CC2)c(O)c2ncccc12 | -11 | ? | 0.0 | 1 | 0 | 18 | -1.0 | 0.0 | 4
O=C(CSc1nc(NS(=O)(=O)c2ccccc2)cc(=O)[nH]1)Nc1ccccc1C(F)(F)F | 16 | -2.6 | -0.9 | 0 | 5 | -5 | -3.1 | -1.7 | 3
CCOC(=O)C1C(=O)C=C(c2ccc(C)cc2)CC1c1ccccc1 (stereo not drawn) | -4 | -0.9 | -0.1 | 9 | -5 | 11 | 2.0 | / | 8
Cc1ccc(NC2=NCC(=O)N2CCc2ccccc2)cc1C | -3 | -0.1 | -2.9 | 2 | 2 | 4 | -0.3 | 3.3 | 1
COc1ccc(C(=O)N/C(=C\c2ccc([N+](=O)[O-])cc2)C(=O)NC(CCSC)C(=O)O)cc1 (stereo not drawn) | -3 | -0.4 | 3.0 | 0 | 3 | 33* | 0.9 | / | -32
O=C(O)C1CCC(Cn2c(SCc3cc(=O)n4cc(Cl)ccc4n3)nc3ccsc3c2=O)CC1 (stereo not drawn) | 3 | 1.2 | 1.7 | 0 | -7 | -4 | -3.6 | / | 5
CCc1ccccc1N(C(=O)c1snc(C(N)=O)c1N)C(C(=O)NCC1CCCO1)c1ccc(C)o1 (stereo not drawn) | 1 | -0.1 | -1.0 | 49* | -49 | 9 | / | 0.5 | 0
NC(=O)Nc1cccc(C(F)(F)F)c1 | -4 | -2.8 | 0.6 | 1 | 3 | -13 | -0.6 | -0.4 | 0
Cc1ccc(N/N=C(/Sc2nnnn2-c2ccccc2)C(=O)c2ccccc2)cc1 | 3 | 0.3 | -0.7 | 0 | 13 | 12 | -0.5 | -0.2 | 3
CN(CC(=O)NCCCN1CCOCC1)S(=O)(=O)c1ccc(Cl)cc1 | 3 | -0.1 | 3.5 | 0 | -9 | -3 | 1.8 | 0.0 | -16
COc1ccc(S(=O)(=O)N2CCN(C(=O)CSC(=S)N3CCCC3)CC2)cc1 | 3 | 0.9 | -1.3 | -3 | 1 | -2 | -4.1 | 0.7 | -1
Nc1nc(N2CCCCC2)c2ncn(C3OC(CO)C(O)C3O)c2n1 (stereo not drawn) | 0 | -0.6 | / | -3 | 4 | -4 | -4.3 | 0.5 | -1
CCn1cc(C(=O)NCCc2ccccc2)c(=O)c2cc(F)c(N3CCN(C)CC3)cc21 | 0 | 0.3 | 2.9 | 5 | 0 | 16 | -2.2 | 3.8 | -5
CC(NCc1cccnc1)c1ccccc1 (stereo not drawn) | 7 | 1.7 | 0.1 | 1 | -14 | 6 | 0.4 | 4.9 | 2
O=C(N/N=C/c1ccc(Cl)cc1)C(=O)N1CCCCCC1 | -3 | -0.6 | 0.6 | 2 | -9 | 3 | -0.4 | -0.3 | 4
CCc1cccc(C)c1N1C(=O)CC(C)(C)CC1=O | ? | 0.9 | -3.1 | 0 | 3 | 13 | -0.8 | / | 6
Cc1ccc(S(=O)(=O)Nc2c(C)n(C)n(-c3ccccc3)c2=O)c(C)c1 | ? | 1.5 | -1.1 | -4 | -11 | -1 | -4.8 | -1.9 | -2
CCOCCOc1cccc(C(=O)NC(c2ccccc2)C(C)C)c1 (stereo not drawn) | 3 | 0.2 | -0.7 | 2 | -1 | -1 | -2.4 | / | -8

9 compounds from above, arranged by count of non-hydrogen atoms, low to high:
SMILES | BoNT F protease | BoNT-A LC inh2 | Mtb UGM inh | Mtb FBA inh | CCHFV vOTU inh | GDH-TPI counter | FadD28 FP inh | Mtb BioA inh | PrPC surface inh
NC(=O)Nc1cccc(C(F)(F)F)c1 | -4 | -2.8 | 0.6 | 1 | 3 | -13 | -0.6 | -0.4 | 0
CC(NCc1cccnc1)c1ccccc1 (stereo not drawn) | 7 | 1.7 | 0.1 | 1 | -14 | 6 | 0.4 | 4.9 | 2
CCc1cccc(C)c1N1C(=O)CC(C)(C)CC1=O | ? | 0.9 | -3.1 | 0 | 3 | 13 | -0.8 | / | 6
O=C(N/N=C/c1ccc(Cl)cc1)C(=O)N1CCCCCC1 | -3 | -0.6 | 0.6 | 2 | -9 | 3 | -0.4 | -0.3 | 4
CN(CC(=O)NCCCN1CCOCC1)S(=O)(=O)c1ccc(Cl)cc1 | 3 | -0.1 | 3.5 | 0 | -9 | -3 | 1.8 | 0.0 | -16
Cc1ccc(S(=O)(=O)Nc2c(C)n(C)n(-c3ccccc3)c2=O)c(C)c1 | ? | 1.5 | -1.1 | -4 | -11 | -1 | -4.8 | -1.9 | -2
COc1ccc(S(=O)(=O)N2CCN(C(=O)CSC(=S)N3CCCC3)CC2)cc1 | 3 | 0.9 | -1.3 | -3 | 1 | -2 | -4.1 | 0.7 | -1
Cc1ccc(N/N=C(/Sc2nnnn2-c2ccccc2)C(=O)c2ccccc2)cc1 | 3 | 0.3 | -0.7 | 0 | 13 | 12 | -0.5 | -0.2 | 3
CCn1cc(C(=O)NCCc2ccccc2)c(=O)c2cc(F)c(N3CCN(C)CC3)cc21 | 0 | 0.3 | 2.9 | 5 | 0 | 16 | -2.2 | 3.8 | -5

(listing goes on)
SMILES | BoNT F protease | BoNT-A LC inh2 | Mtb UGM inh | Mtb FBA inh | CCHFV vOTU inh | GDH-TPI counter | FadD28 FP inh | Mtb BioA inh | PrPC surface inh
Cc1nc(SCc2ccccc2)c(C(F)(F)F)c(=O)[nH]1 | -7 | -1.1 | 3.8 | 0 | 4 | 7 | -0.3 | -1.3 | 0
Clc1ccccc1C1=CC(c2ccco2)n2nnnc2N1 (stereo not drawn) | -2 | -1.1 | -1.6 | 4 | 5 | 1 | -4.4 | / | 7
COc1cc(/C=C(\NC(=O)c2ccccc2)C(=O)NC(C(=O)O)c2ccccc2)cc(OC)c1OC (stereo not drawn) | -10 | -0.4 | -1.8 | 5 | -3 | 15 | -0.3 | -0.2 | 7
COc1cccc(OC2OC3COC(C)(C)OC3C(O)C2NC(C)=O)c1 (stereo not drawn) | / | / | 1.4 | 1 | -1 | 23 | 0.5 | -0.6 | -3
CC(C)(CN1CCNCC1)NS(=O)(=O)c1ccc(Cl)cc1 | 2 | 1.2 | -2.6 | 5 | 2 | 9 | -2.4 | -0.5 | -10
COC(CNC(=O)c1ccc2c(c1)ncn2-c1cc(C)cc(C)c1)OC | 14 | 2.2 | 1.6 | -1 | -5 | -6 | -3.9 | -1.6 | -3
